# Screening data from PubChem BioAssay.
# DTT redox prof: compounds producing H2O2 with reducing agent – biochemical, NIH compound library profiling, artefact control for MLSCN library redox annotation, primary screen. DTT-dependent redox cycling H2O2, phenol red/HRP absorbance; 100% = 100 µM peroxide control, 0% = buffer. activation, % at 10 µM. 200,000 compounds, 0.03% hits. AID 878;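 active means activation of at least 50% relative to the plate's high and low controls in the primary single-dose screen; inactive means activation below 50%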;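 further: compound incubated with DTT at 0.8 mM final as the reducing agent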
# Diaph act CS: activates diaphorase or chemically reduces, flagging diaphorase assay artifacts; 190,000 compounds, 0.005% hits; AID 1229; Diaphorase/resazurin coupled assay, resorufin fluorescence, 16 min; hits give high values; 1 = vehicle wells, 0 = NADH-free wells; activation factor at 20 µM;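 active means diaphorase activity raised at least twofold by the compound at 20 µM; inactive means activation factor below 2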
#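 Assay system: bacterial diaphorase enzyme (C. kluyveri) / Input: enzyme 0.07 U/mL final / Medium: 50 mM HEPES pH 7.4 with 4.542 mM MgCl2, 0.005% Tween 20 / Doses: single compound dose of 20 µM, 1% DMSO final / Incubation: 16 min enzyme reaction, ambient temperature / Signal: fluorescence, excitation 544 nm and emission 590 nm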
# TLR4-MyD88 BLA: inhibitors of human TLR4-MyD88 binding; O00206+Q99836; HeLa CL3-4 TLR4/MyD88 BLA complementation, FRET ratio; inhibition, % at 8.4 µM; 200,000 compounds, 0.18% hits; in the data active means inhibition above about 25%;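 further: 0% = vehicle and 100% = reference inhibitor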
# Target sequence (O00206 whole entry, looked up): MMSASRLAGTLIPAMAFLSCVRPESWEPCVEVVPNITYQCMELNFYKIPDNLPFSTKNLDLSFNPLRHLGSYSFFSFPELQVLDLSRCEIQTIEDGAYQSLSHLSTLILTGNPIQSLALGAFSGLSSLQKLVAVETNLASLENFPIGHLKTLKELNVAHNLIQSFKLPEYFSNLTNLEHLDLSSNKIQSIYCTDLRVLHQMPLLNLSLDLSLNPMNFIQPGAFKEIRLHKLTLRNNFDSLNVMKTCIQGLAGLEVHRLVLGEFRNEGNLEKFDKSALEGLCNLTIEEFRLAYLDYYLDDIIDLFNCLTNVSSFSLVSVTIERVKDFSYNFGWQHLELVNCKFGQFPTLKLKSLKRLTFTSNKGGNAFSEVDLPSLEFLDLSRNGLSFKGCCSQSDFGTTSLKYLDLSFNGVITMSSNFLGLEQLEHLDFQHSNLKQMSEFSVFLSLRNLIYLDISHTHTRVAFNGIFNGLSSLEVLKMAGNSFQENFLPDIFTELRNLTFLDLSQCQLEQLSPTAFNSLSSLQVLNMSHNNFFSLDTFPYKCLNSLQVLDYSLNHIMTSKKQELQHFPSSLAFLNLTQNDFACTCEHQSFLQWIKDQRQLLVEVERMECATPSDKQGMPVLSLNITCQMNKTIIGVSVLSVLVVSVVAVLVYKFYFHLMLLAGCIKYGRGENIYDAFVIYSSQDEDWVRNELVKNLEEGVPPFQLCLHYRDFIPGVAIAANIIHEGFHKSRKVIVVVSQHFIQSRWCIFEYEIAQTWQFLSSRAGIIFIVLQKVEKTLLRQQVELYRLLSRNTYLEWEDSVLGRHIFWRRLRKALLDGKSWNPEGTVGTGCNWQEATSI
# Target sequence (Q99836 whole entry, looked up): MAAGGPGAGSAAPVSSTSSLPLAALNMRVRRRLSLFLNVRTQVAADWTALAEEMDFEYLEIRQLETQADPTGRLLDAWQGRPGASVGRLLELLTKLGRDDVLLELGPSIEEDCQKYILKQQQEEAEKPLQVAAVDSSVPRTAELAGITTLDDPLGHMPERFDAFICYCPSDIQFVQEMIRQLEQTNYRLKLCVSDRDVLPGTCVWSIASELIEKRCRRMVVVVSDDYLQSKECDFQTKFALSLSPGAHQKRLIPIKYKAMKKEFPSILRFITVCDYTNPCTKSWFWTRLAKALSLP
# S1P3 antagonist: blocks the human S1P3 receptor. 170,000 compounds, 0.27% hits. inhibition, % at 4.98 µM. CHO S1P3 NFAT-BLA reporter, FRET fluorescence, antagonist mode. AID 485;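 active means inhibition above the plate cutoff, the mean inhibition of test wells on that plate plus 3 SD, cut at about 28% in these data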;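 further: cells challenged with S1P at its EC80 of 0.8 µM; blue over green emission ratio from cleaved BLA substrate after 4 h stimulation; 0% = S1P-stimulated wells and 100% = unstimulated DMSO-only wells; some compounds past the cut are filed as inactive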
# G6PDH counter: inhibits Leuconostoc G6PDH, flagging false hits in G6PDH-based assays; Purified L. mesenteroides G6PDH, diaphorase/resazurin coupled fluorescence, 45 min; inhibition, % at 5 µM; AID 1020; 200,000 compounds, 0.12% hits
# RAM inhibit: inhibitors of the yeast RAM network | S. cerevisiae dse1pr::URA3 reporter, 5-FOA growth OD615, 2 d; analog-sensitive cbk1-as2 kinase mutant strain | 190,000 compounds, 1.8% hits | inhibition, % at 50 µM;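 active means inhibition above a set limit, 3 SD over mean compound inhibition, cut at about 8.4% in these data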;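 further: 0% = DMSO-only wells with no growth and 100% = 10 µM 1-NA-PP1 full growth; inhibition rescues growth on 5-FOA so higher OD means more RAM inhibition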
# Lmaj promast: inhibitors of Leishmania major promastigote growth; Leishmania major promastigotes, resazurin fluorescence viability; 200,000 compounds, 9% hits; AID 1063; inhibition, % at 10 µM;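 further: promastigotes grown with compound for 44 hours at 28 °C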
# Diaph inh CS: counter-screen for diaphorase-based assays: diaphorase inhibitors and chemical oxidizers; diaphorase resazurin-to-resorufin fluorescence, NADH, 16 min; bacterial (C. kluyveri) enzyme, not human; inhibition, % at 20 µM; 190,000 compounds, 0.69% hits; AID 1217;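 active means primary screen inhibition at 20 µM above a set limit, cut at about 50% in these data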;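 further: plate controls were DMSO with full reaction for no effect and wells lacking NADH for full effect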
#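 Assay system: diaphorase enzyme from Clostridium kluyveri; Input: enzyme working solution with 0.14 U/mL diaphorase; Timing: 16 min at room temperature; Technique: resorufin fluorescence, excitation 544 nm, emission 590 nm; Benchmarks: positive control minus NADH, DMSO neutral control.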
# PMI act: increases human mannose-6-phosphate isomerase activity | P34949 | purified human PMI, coupled resazurin fluorescence, 20 min; hits give high values; 1 = vehicle control, 0 substrate-free wells | activation factor at 20 µM | 190,000 compounds, 0.005% hits;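 active means activation factor of 2 or more at 20 µM, relative to plate controls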
# Hsp70 activator: switches on Hsp70 transcription. HeLa Hsp70 promoter luciferase reporter, luminescence; scaled: vehicle 0, proteasome-inhibitor control 100%. activation, % at 10 µM. 200,000 compounds, 0.04% hits;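 active means activation above the mean across all tested compounds plus 3 SD, cutoff set per campaign, cut at about 5.5% in these data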;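 further: 100% = MG132 at 30 µM as the positive control and 0% = DMSO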
# PMI act satM6P: increases human PMI activity with near-saturating mannose 6-phosphate; P34949; coupled PMI enzyme assay, resazurin fluorescence, 20 min; hits give high values; 1 = untreated enzyme, 0 = substrate-free blank; activation factor at 20 µM; 190,000 compounds, 0.34% hits;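 active means activation factor of 2 or more at 20 µM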
#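 Technique: Diaphorase-driven resazurin-to-resorufin fluorescence, excitation 544, emission 590 nm | Assay system: Human PMI in coupled enzyme assay | Times: Enzyme reaction with compound 20 min at room temperature | Medium: HEPES-buffered pH 7.4 with magnesium and detergent | Reagent: Mannose-6-phosphate 1.0 mM (near-saturating) plus 0.22 mM NADP+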
# * hit, by the source's call; · = not tested or not shown. Unless noted, no stated cut-off is given here; in the data, active means inhibition above about 50%; inactive means the rest. Rows are unselected (roughly 12% active in at least one column).
SMILES,DTT redox prof,Diaph act CS,TLR4-MyD88 BLA,S1P3 antagonist,G6PDH counter,RAM inhibit,Lmaj promast,Diaph inh CS,PMI act,Hsp70 activator,PMI act satM6P
Cc1cnc(C(=O)OCC(=O)Nc2ccc(C)c(S(=O)(=O)N3CCCCCC3)c2)cn1,-1.7,0.9,-7,-2,-1,2.2,-3,8,1.2,-0.2,1.1
COc1ccc(S(=O)(=O)n2nc(OC(=O)c3ccncc3)cc2N)cc1,-0.7,0.9,-8,-9,4,-0.6,-3,7,1,-0.1,1.1
Cc1ccc(C(=O)n2c(=S)nc3ccccn32)cc1,0.4,1,-2,·,2,1.6,-4,-1,1.1,0.3,1.1
Cc1ccc(N=CC=C2OC(C)(C)C(C)(C)O2)cc1,-0.6,1,1,4,2,-0.2,47,0,1.3,-0.1,1.2
Cc1ccc2c(c1)CCCN2C(=O)c1ccco1,0.1,0.9,-4,·,6,-0.4,-5,5,1,-0.2,1
CCOc1ccc(C2C(C(=O)Nc3ccc(F)cc3)=C(C)Nc3nc(CCCO)nn32)cc1 (stereo unspecified),-1.0,0.8,-14,-17,1,-0.7,4,17,1,-0.2,1
Cc1c(NS(=O)(=O)c2cccc3nsnc23)c(=O)n(-c2ccccc2)n1C,0.5,0.9,-5,-9,22,1.0,-3,12,0.9,-0.4,0.9
O=C(O)CSc1cc(C(=O)c2ccccc2O)cn2c(=O)c3c(-c4ccccc4)csc3nc12,-0.3,0.7,2,-13,13,5.4,-10,34,1,0.0,0.5
CC(C)Cn1c(=O)c(C(=O)Nc2ccccc2S(N)(=O)=O)c(O)c2ccccc21,-2.3,0.9,12,8,-12,0.4,-6,11,1,0.0,1
Cc1ccc(NC(=O)c2ccc3nc[nH]c3c2)c(O)c1,0.2,1.1,-8,-9,4,0.4,2,-5,1,0.2,0.8
O=C1c2ccccc2CN1CCNS(=O)(=O)c1ccc(Cl)cc1,1.9,0.8,-11,14,-5,-0.1,-4,21,0.9,-0.4,1
Cc1ccc(C(=O)NC2c3ccccc3-c3ccccc32)cc1,0.4,0.9,4,-2,27,0.4,1,10,0.8,0.0,0.9
CCOC(=O)Nc1ccc(S(=O)(=O)NCc2ccccc2)cc1,-1.3,0.9,11,0,14,2.5,1,14,0.9,-0.1,0.9
Cc1csc(NC(=O)CSc2nnc3c4ccccc4nc(C(C)(C)C)n23)n1,2.2,0.8,7,·,4,7.7,8,16,0.9,0.0,0.9
CC(C)c1ccc(N(CC(=O)NCCSCc2ccco2)S(C)(=O)=O)cc1,0.8,0.8,-2,-3,0,1.2,0,18,0.9,-0.1,0.9
CC(C)=C1C2CCC1C(C(=O)NCCc1ccccc1)C2C(=O)O (stereo unspecified),-0.2,0.9,-1,-11,3,1.6,0,10,1,-0.4,1
CCOC(=O)c1oc2c(c1C)/C(=N/O)CCC2,1.8,1,-11,·,19,1.0,-3,2,1,-0.2,1
CCCC(=O)n1nc(NCc2ccc(OC)cc2)nc1NCc1ccc(OC)cc1,-0.4,0.7,25,8,3,7.0,1,27,0.8,-0.3,0.8
CCOC(=O)c1c(C=O)c(C)n(Cc2ccccc2Cl)c1C,0.2,1,-6,·,15,1.1,-8,5,1,-0.6,1
O=C(COc1ccc(Br)cc1)NCc1ccccn1,-0.1,0.9,8,·,-2,-0.7,-7,6,1.1,0.0,1
Cc1nn(Cc2ccccc2)c(Cl)c1C(=O)NCc1ccco1,-1.4,0.8,-10,6,10,2.9,-7,16,1,0.4,0.9
CCOC(=O)/C(N=Nc1sc(C(=O)OCC)c(C)c1C(=O)OCC)=C(\C)O,0.9,0.9,5,-1,-28,4.3,4,12,0.9,-0.4,1
CCc1nc(N[C@@H](CC(C)C)C(=O)O)c2oc3ccccc3c2n1,1.9,0.9,9,·,0,1.2,-1,10,0.9,-0.2,1
CC(C)(C)OC(=O)NC(CCNC=C1C(=O)OC(C)(C)OC1=O)C(=O)O (stereo unspecified),-3.3,1,-1,11,-2,0.5,-5,4,1,-0.3,1
Cc1nn(Cc2ccc(Cl)c(Cl)c2)c(C)c1NC(=O)c1cc(-c2ccco2)on1,-0.2,1,-11,38,10,5.8,8,0,1,-0.3,1.1
CS(=O)(=O)N1CCN(C(=O)c2ccc(-c3ccccc3)cc2)CC1,1.0,1,6,-58,-1,1.4,-4,3,1,-0.2,0.9
Cc1ccc(NC(=S)NCC2CCCO2)cc1 (stereo unspecified),0.0,1.1,-4,·,2,0.9,0,-6,1.1,-0.3,1.1
CCC(c1nnnn1CCc1ccccc1)N1CCN(C(=O)c2ccco2)CC1 (stereo unspecified),-0.3,0.8,-7,-20,3,1.4,8,22,1,-0.2,1
O=C(c1ccc(NC(=S)Nc2ccc(Cl)c(Cl)c2)cc1)N1CCCC1,0.6,0.9,-6,-18,-11,0.5,-5,13,0.9,-0.4,1
CNC(=S)Nc1ccc(OCc2ccccc2)cc1,0.6,0.9,-17,4,2,0.6,-1,11,0.9,0.0,0.9
Cc1cc(C)c(NC(=S)N(CCc2ccncc2)C(C)C)c(C)c1,-0.8,1.1,4,-9,5,-0.1,32,-9,1.1,-0.3,1.1
COc1ccc(NC(=S)N2CCCN(Cc3cccc(Cl)c3)C2)cc1,0.2,0.9,21,10,0,1.1,94*,11,0.9,-0.4,0.9
CCOC(=O)C/C(C)=N/NC(=O)C1CC1(c1ccccc1)c1ccccc1 (stereo unspecified),0.6,0.9,10,-13,-6,3.3,0,13,0.9,-0.3,1
Cc1ccc(C(=O)NCCCn2ccnc2)cc1[N+](=O)[O-],2.2,1.1,1,·,3,3.0,11,-7,1,-0.2,1.1
CCC(C)c1ccc(S(=O)(=O)N2CCN(C(=O)COc3ccc4c(C)cc(=O)oc4c3)CC2)cc1 (stereo unspecified),0.3,0.9,2,·,4,1.3,10,9,0.9,-0.1,0.9
Cc1ccc(C(=O)OCC(=O)Nc2cc(S(=O)(=O)N3CCOCC3)ccc2C)cc1,-1.3,0.9,-16,-19,5,12*,0,8,1,0.3,1
CNC(=O)Nc1cc(C(C)(C)C)no1,2.1,0.9,2,93*,5,2.4,-3,8,0.9,0.1,0.9
CSc1nc(-c2ccco2)nn1S(=O)(=O)c1ccccc1,2.8,0.8,12,-10,10,0.5,-2,22,0.8,0.1,1.1
NS(=O)(=O)c1ccc(CCNc2nc3c(-c4cccc(F)c4)nnn3c3ccccc23)cc1,0.3,1,10,7,10,3.8,48,-4,1,-0.6,1
CCONC(=O)Nc1ccccc1[N+](=O)[O-],0.4,1,0,-25,19,1.1,-1,-4,1,-0.5,1.1
Cc1[nH]n(-c2ccc([N+](=O)[O-])cc2)c(=O)c1C=NCCc1c[nH]c2ccccc12,-0.2,0.9,8,-18,-10,1.5,-5,5,0.9,-0.4,1
O=C(CC1C(=O)NCCN1CC1CCCCC1)NC1(c2ccccc2)CC1 (stereo unspecified),-1.8,1.1,-3,-60,10,0.9,6,-7,1,-0.1,1
Cc1ccc(C)c(N(CC(=O)NC(C)(C)C)C(=O)CNC(=O)c2cccs2)c1,0.3,0.9,-2,-11,10,0.9,-4,8,0.9,-0.1,0.9
CC(OC(=O)c1nc(-c2ccccc2)n(-c2ccccc2)n1)C(=O)Nc1cc(Cl)cc(Cl)c1 (stereo unspecified),0.6,0.9,8,-8,-20,4.4,0,13,0.9,-0.3,0.9
CCC(C)NC(=O)Cn1cnc2sc(C)cc2c1=O (stereo unspecified),0.3,1,-11,-43,6,0.6,0,-3,1.1,-0.3,1
CC/C(O)=C1\C(=O)CC(c2ccccc2)CC1=NC(C)C (stereo unspecified),0.0,0.8,-7,-9,-3,-1.2,59*,16,1,-0.6,1
c1csc(-c2csc(-c3cccs3)n2)c1,-0.6,0.9,0,-15,18,4.8,-1,10,1,0.4,1
CCN(C(=O)c1ccc(Br)cc1)c1ccccc1,-0.2,·,0,-16,8,0.6,4,·,·,-0.1,·
CC(C)OC(=O)Cn1nnc(-c2ccccc2)n1,0.1,1,-1,·,3,0.3,-6,4,1,-0.4,1.1
COc1ccc(C(=O)/C=C/c2ccc(OC)c(O)c2)c(F)c1,1.2,0.6,4,5,-1,-1.9,82*,41,0.8,0.0,0.4
CC1CN(C(=O)c2cccc(S(=O)(=O)Nc3cc(Cl)ccc3Cl)c2)CC(C)O1 (stereo unspecified),-2.4,0.9,-2,-1,2,1.9,-1,9,1.1,-0.4,0.8
COc1cccc(-c2cc(=O)c3cc(NC(=O)c4ccc(N(C)C)cc4)ccc3[nH]2)c1,-0.1,1.1,-15,-10,11,3.9,-7,-12,1.3,1.2,1.2
CCCSc1nnc(NC(=O)Nc2ccccc2)s1,0.5,1,1,-4,-10,2.2,-10,5,0.9,-0.3,1
O=C(NC1C(=O)NNC1c1ccc(Cl)cc1)c1ccc(F)cc1 (stereo unspecified),-0.8,0.9,8,4,2,1.1,-5,14,0.8,-0.4,0.7
COc1ccc(CN(C)c2nc(-c3cccnc3)nc3ccccc23)cc1OC,-0.6,0.9,1,-5,3,-0.1,24,15,0.8,-0.1,0.8
CC(C)CC(=O)N1CCC(O)(CS(=O)(=O)Cc2ccc(Cl)cc2)CC1,1.9,1.1,-5,·,7,-0.1,0,-7,1,0.1,1.1
Cc1ccc(NC(=O)CN(C)CC(=O)Nc2ccccc2Oc2ccccc2)cc1,-1.6,0.8,-11,5,7,0.6,-5,24,1.1,-0.2,1.1
COc1ccc(OC)c(C(=O)COC(=O)CNC(=O)c2ccccc2)c1,-0.2,1,3,-20,0,2.5,-2,0,1,-0.1,1

# 2 compounds picked at random from those above, as already listed:
SMILES,DTT redox prof,Diaph act CS,TLR4-MyD88 BLA,S1P3 antagonist,G6PDH counter,RAM inhibit,Lmaj promast,Diaph inh CS,PMI act,Hsp70 activator,PMI act satM6P
CCN(C(=O)c1ccc(Br)cc1)c1ccccc1,-0.2,·,0,-16,8,0.6,4,·,·,-0.1,·
CC(C)Cn1c(=O)c(C(=O)Nc2ccccc2S(N)(=O)=O)c(O)c2ccccc21,-2.3,0.9,12,8,-12,0.4,-6,11,1,0.0,1
